Screening data deposited in PubChem BioAssay by SRMLSC.
SKBR3 24h inh: SK-BR-3 proliferation inhibitors. SK-BR-3 viability, CellTiter-Glo ATP luminescence, 24 h; hits give low values. viability, % at 10 µM. hit rate 0.47% among 41,000. AID 847;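 active = viability at or below the median of all test compounds minus 3 SD, in both replicates if run twice, cut at about 45% in these data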;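 also: 100% = median untreated cell wells and 0% = median positive control drug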
* = called active by the depositor.

SMILES	SKBR3 24h inh
C=C(C)CSc1nc2nc(C)cc(C)n2n1	81
COc1ccccc1C1N(c2ccc(Cl)cc2)C(=O)C2CCCN21 (stereo not given)	81
CC(=O)c1cccc(OCCN2C(=O)NC(C)(C)C2=O)c1	97
CC1CCCN(S(=O)(=O)c2ccc(NC(=O)Cn3nnc(-c4ccccc4F)n3)cc2)C1 (stereo not given)	61
Cc1nn(CC(=O)Nc2ccc3c(c2)nc(CN2CCCCC2)n3C)c(=O)c2ccccc12	81
COC(=O)C1=C(N)Oc2cc(C)n(Cc3cccnc3)c(=O)c2C1c1cc(OC)ccc1OC (stereo not given)	84
Cc1cccc(NC(=O)Cn2c(=O)n(Cc3ccco3)c(=N)c3c4c(sc32)COC(C)(C)C4)c1	94
CC(=O)NCC(=O)OCN1C(=O)c2ccccc2C1=O	88
CCN=C1SC(CC(=O)NC(N)=O)C(=O)N1CC (stereo not given)	106
Cc1ccc(S(=O)(=O)Nc2ccc(C(=O)Nc3cc(C)on3)cc2)cc1	100
N#Cc1c(N2CCCCC2)nc(N2CCCCC2)c2c1CCN(Cc1ccccc1)C2	87
CCc1ccc(NC(=O)CC2NCCNC2=O)cc1 (stereo not given)	102
CCc1[nH]c(=O)c(C#N)c2c1CCCC2	99
COc1cc(NC(=O)c2ccc(Cl)cc2)c(OC)cc1NC(=O)CN1CCOCC1	61
COc1ccc(CN(Cc2ccccn2)S(=O)(=O)c2ccc(-n3cnnn3)c(OC)c2)cc1	84
CCSc1nc2c(c(=O)n(C)c(=O)n2C)n1Cc1ccc(Cl)cc1	81
CN1/C(=C/C=N/n2cnnc2)C(C)(C)c2ccccc21	126
COc1cc(-c2c(C#N)c(N)nc3c2c(C)nn3-c2ccc(C)c(C)c2)cc(OC)c1OC	86
Cc1cc(C)nc(Sc2ccc3nnc(C(F)(F)C(F)(F)C(F)(F)F)n3n2)n1	71
O=C(Nc1ccc2c(c1)CCC2)c1cnn2c1NC(c1ccco1)CC2C(F)(F)F (stereo not given)	98
CCCCNC(=O)C(C#N)c1nc2ccccc2nc1N1CCN(c2ccccc2F)CC1 (stereo not given)	101
O=C(CSc1ncnc2c1oc1ccccc12)Nc1cccc(Cl)c1	101
N#Cc1c(N)c(C(=O)c2ccc(Cl)cc2)n2c1CCC2	85
CCc1ccc(-c2nnn(Cc3nn[nH]n3)n2)cc1	112
Cc1onc(-c2ccccc2)c1C(=O)N1CCc2ccccc21	96
SMILES	SKBR3 24h inh
CCOC(=O)CSc1nc(C2CC2)nc2ccccc12	99
Cc1[nH]c2ccccc2c1C(=O)CN1CCN(C2CCCCC2)CC1	101
COC(=O)c1ccccc1NC(=O)c1cc2n(n1)C(C(F)F)CC(C(F)F)N2 (stereo not given)	83
Cc1ccc(S(=O)(=O)N2CCC(C(=O)O)CC2)cc1C(=O)O	98
CCOC(=O)C(C)Sc1nc2ccccc2c(=O)n1CC (stereo not given)	103
C=CCn1c(-c2ccc(OC)c(OC)c2)n[nH]c1=S	85
COc1ccc(Cn2c(=O)[nH]c3cc(C(=O)NCCCN4CCCC4)ccc3c2=O)cc1	114
CN(C)Cc1cc(C(C)(C)C)c(O)c(C(C)(C)C)c1	104
CCOC(=O)c1cc2c(=O)n3cccc(C)c3nc2n(Cc2cccnc2)c1=N	69
O=C(N1CCOCC1)C12CC3CC(C1)CC(C(=O)N1CCOCC1)(C3)C2	133
CCOc1cccc2c1OC1(C)CC2NC(=O)N1c1cccc(Cl)c1 (stereo not given)	98
COc1ccc(OC)c(CNC(=O)Cc2c(C(=O)O)[nH]c3ccccc23)c1	88
CCn1c(=N)n(CC(O)COc2cccc(C)c2)c2ccccc21 (stereo not given)	93
Cc1cc2nc3c(c(=O)n2[nH]1)CCCC3	95
COc1ccc(NC(=O)c2ccc(C(=O)c3ccccc3)o2)cc1	94
CCN1CCN(c2nc3sc4c(c3c3ncnn23)CC(C)CC4)CC1 (stereo not given)	78
COCC(=O)OCn1nnc2ccccc2c1=O	90
CCOc1cccc(C2C(C#N)=C(N)Oc3cc(C)n(Cc4ccccn4)c(=O)c32)c1OCC (stereo not given)	85
CCOc1ccc2nc(SCC(=O)NCc3ccco3)sc2c1	90
CCC(C)(C)n1nnnc1C(CC(C)C)N1CCC(C(N)=O)CC1 (stereo not given)	86
COc1ccc(OCC(=O)OCCN2C(=O)c3ccccc3C2=O)cc1	90
CCCCCOc1ccccc1C(=O)NCC(=O)O	98
COc1ccc(OCCN(C)Cc2ccccc2)cc1	91
CC(C)CNC(=O)c1cccc(Cn2cc(Cl)cn2)c1	89
COc1ccc(NC(=O)C2C(=O)N(CCO)C3(C)CC2c2ccccc2O3)cc1 (stereo not given)	87

Reformatted: 4 of the compounds above
Cc1nn(CC(=O)Nc2ccc3c(c2)nc(CN2CCCCC2)n3C)c(=O)c2ccccc12
  SKBR3 24h inh: 81

COC(=O)C1=C(N)Oc2cc(C)n(Cc3cccnc3)c(=O)c2C1c1cc(OC)ccc1OC (stereo not given)
  SKBR3 24h inh: 84

Cc1cccc(NC(=O)Cn2c(=O)n(Cc3ccco3)c(=N)c3c4c(sc32)COC(C)(C)C4)c1
  SKBR3 24h inh: 94

CC(=O)NCC(=O)OCN1C(=O)c2ccccc2C1=O
  SKBR3 24h inh: 88

By substructure: those above with a CF3 group (two)
SMILES	SKBR3 24h inh
Cc1cc(C)nc(Sc2ccc3nnc(C(F)(F)C(F)(F)C(F)(F)F)n3n2)n1	71
O=C(Nc1ccc2c(c1)CCC2)c1cnn2c1NC(c1ccco1)CC2C(F)(F)F (stereo not given)	98

Remaining list, next part.
SMILES	SKBR3 24h inh
CCCCN(CCCC)C(=O)CSc1nnc2n(C)c(=O)c3c4c(sc3n12)CCCC4	112
O=C(O)C1CSC(c2ccncc2)N1 (stereo not given)	158
N=c1n(CCN2CCCCC2)c2ccccc2n1CC(O)c1cccc(Br)c1 (stereo not given)	44*
CCc1nc(N2CCOCC2)c(C#N)c2c1CCCC2	93
COc1cc(-n2c3nc4ccccc4nc3c3c(=O)n(Cc4ccco4)cnc32)cc(OC)c1OC	124
CN=Cc1cc(-c2ccccc2)sc1O	94
Cc1nnc2ccc(Oc3ccc(-c4ccccc4)cc3)nn12	87
N#Cc1cccc(NC(=O)COc2ccc(-n3ccnc3)cc2)c1	96
CC(=O)N1CCN(C(=O)CNc2cc(C(F)(F)F)ccc2OCC(F)(F)F)CC1	101
CCOC(=O)c1c(C)n(C)c2ccc(OCC(O)Cn3nc(C)c(Br)c3C)cc12 (stereo not given)	92
CN(C)c1ccc(P(=O)(OC2CCCCC2)C(O)c2cccnc2)cc1 (stereo not given)	96
O=C(NC1CCN(C(=O)NC2CCCCC2)CC1)c1ccco1	98
CC1=CC=CC2=NC(=O)CC(C)(C(=O)N(CC(=O)NC(C)C)C3CCCC3)N12 (stereo not given)	183
CCCn1c(SCC(=O)Nc2nnc(-c3ccccc3)s2)nnc1-c1ccccn1	104
CCc1ccccc1NC(=O)c1cnccn1	102
O=c1c2c3nc4ccccc4nc3n(Cc3ccccc3)c2ncn1Cc1ccco1	86
CCOC(=O)c1sc(NC(=O)CSc2nnc(C(C)C)n2CC)nc1C	73
CCOc1cc(S(=O)(=O)n2cc(-c3ccc(F)cc3)c(N)n2)cc(OCC)c1OCC	88
CCOC(=O)Cn1c(C)cc(=O)c2cccc(C)c21	79
CCOc1ccc(CCNC(=O)Cc2nn[nH]n2)cc1OCC	82
COC(=O)c1c(C)oc2cc(Br)c(OCC(=O)C(C)(C)C)cc12	82
COc1cccc(N2CCN(CC(=O)NCc3cccs3)CC2)c1	99
O=C(O)Cn1ccnc1	83
COC(=O)COc1ccc(S(=O)(=O)Nc2cc(OC)ccc2OC)cc1	112
N#Cc1cc(-c2ccccc2)nn1-c1ccccc1	104
SMILES	SKBR3 24h inh
N#Cc1c(-c2ccco2)nc(SCC(=O)Nc2cccc(Cl)c2)[nH]c1=O	107
CCn1c(SCC(N)=O)nnc1-c1ccc(OC)c(OC)c1	86
CCOC(=O)CN1C(=O)C(O)=C(C(C)=O)C1c1ccc(F)cc1 (stereo not given)	87
CC1(C)Cc2[nH]c(=O)c(C#N)cc2CS1	97
COc1ccc(NC(=O)CSc2nnc(-c3ccccn3)n2N)c(OC)c1	80
CCCC(=O)Nc1ccc(OCC(O)CNC(C)C)c(C(C)=O)c1 (stereo not given)	88
COC(=O)CNC(=O)c1ccc(=O)oc1	93
O=C(c1ccccc1/S(=N/S(=O)(=O)c1ccccc1)N1CCOCC1)N1CCOCC1 (stereo not given)	104
O=C(CN1C(=O)c2ccccc2S1(=O)=O)N1CCN(c2ccccc2)CC1	110
CCC(=O)N1CCc2cc(S(=O)(=O)NC(C(=O)Nc3cccc(C)n3)C(C)C)ccc21 (stereo not given)	108
CCOC(=O)c1[nH]cnc1C(=O)Nc1cccc(N)n1	118
CCOC(=O)N1CCN(C(=O)c2n[nH]c(=O)c3ccccc23)CC1	102
CC(=O)NC1CC(C)(C)N(OC(C)=O)C(C)(C)C1	103
COCCNc1nnc(SCC(=O)c2ccc3c(c2)OCO3)s1	94
N#Cc1cn(CC(=O)NCc2cccnc2)c2ccccc12	91
Cn1nc(C(C)(C)C)cc1C(=O)NCc1ccc(N2CCCC2=O)cc1	93
CCNc1nc(SCCOc2ccccc2)nc(N(C)C)n1	80
O=c1[nH]c2cc3c(cc2cc1C(c1nnnn1C1CCCCC1)N1CCSCC1)OCCO3 (stereo not given)	90
CCOC(=O)C(C)n1cnc2sc3c(c2c1=O)CCC3 (stereo not given)	92
O=C(Nc1ccccc1)N1CCCC(c2nc(-c3cccs3)no2)C1 (stereo not given)	114
O=C(Nc1ccc2c(c1)OCO2)c1noc2c1CCCCC2	79
O=c1[nH]c(=S)[nH]nc1Cc1ccccc1	90
C=CCOC(=O)C1=C(C)NC2(O)c3ccccc3C(=O)C12O (stereo not given)	91
CC1(C)Cc2c(oc3ncn4ncnc4c23)CO1	106
O=C(c1ccco1)N1CCN(c2nc(C(F)(F)F)nc3c2nnn3Cc2ccccc2)CC1	130

Taken from above:
CCC(C)(C)n1nnnc1C(CC(C)C)N1CCC(C(N)=O)CC1 (stereo not given) in SKBR3 24h inh has 86
COc1cccc(N2CCN(CC(=O)NCc3cccs3)CC2)c1 in SKBR3 24h inh has 99

Next section.
SMILES	SKBR3 24h inh
COC(=O)c1cccc(COC(=O)CNC(=O)c2ccco2)c1	75
O=C(Nc1ccc2oc(Cc3ccc(Cl)cc3)nc2c1)c1cccnc1	84
CCc1c(C(=O)NC2CCCCC2)[nH]c(C)c1C(C)=O	91
COc1cc(C(=O)N(C)c2nnc(-c3cccnc3)s2)cc(OC)c1OC	92
CCCCN(C)S(=O)(=O)c1ccc(C(=O)Nc2nnc(CSC)o2)cc1	43*
O=C(Nc1ccc(F)c(F)c1)c1cccnc1	109
CC(C)Cn1cc(C(=O)N2CCN(c3ccccn3)CC2)c2c3ccccc3n(C)c2c1=O	73
CCCn1c(SC2C(=O)CC(C)(C)CC2=O)nc2c1c(=O)n(C)c(=O)n2C	84
CCOc1ccc(OCC)c(NC(=O)CCCN2C(=O)c3cccnc3C2=O)c1	100
CCOC(=O)N1CCN(C(c2cccc(OC)c2)c2sc3nc(C)nn3c2O)CC1 (stereo not given)	78
COc1cc2c(cc1NC(=O)CSc1nnc(Cc3cccs3)n1C)oc1ccccc12	79
COc1cccc(C(=O)CSc2nnnn2C)c1	87
O=C(OCc1nnc(-c2ccccc2)o1)c1ccco1	71
Cn1c(C(C#N)C(=O)c2sc3ccccc3c2Cl)nc2ccccc21 (stereo not given)	64
Cc1ccc(C(C(=O)NC2CCCC2)N(Cc2ccco2)C(=O)CCC(=O)Nc2ccccn2)cc1 (stereo not given)	89
Cc1ccc(Cc2cnc(N)s2)o1	96
COc1ccc2nc(NC(=O)CN(c3ccc(C)cc3)S(=O)(=O)c3c(C)nn(C)c3C)sc2c1	102
Cn1c(=O)[nH]c(=O)c2c1nc(NC1CCCCC1)n2CC(=O)NC1CCCCC1	90
Cc1ccc(Nc2nc(C)c(CCC(C)C)c(=O)[nH]2)cc1	82
COC(=O)CSc1nnc(CNC(=O)c2ccccc2OC)n1C	103
COc1ccc(C(C)=O)cc1CSCCC(=O)O	95
C=CCN(CC=C)S(=O)(=O)c1ccc2nc(NC(=O)C(C)C)sc2c1	84
CCOC(=O)C1CCN(S(=O)(=O)c2cccc3nonc23)CC1	89
O=C(CCCN1C(=O)c2ccccc2C1=O)NCCCN1CCOCC1	88
CCOC(=O)Cc1csc(NC(=O)CSc2nnc(C3CC3)n2C)n1	116

Copied from the results shown (8 entries):
SMILES	SKBR3 24h inh
Cn1c(=O)[nH]c(=O)c2c1nc(NC1CCCCC1)n2CC(=O)NC1CCCCC1	90
Cc1ccc(Nc2nc(C)c(CCC(C)C)c(=O)[nH]2)cc1	82
COC(=O)CSc1nnc(CNC(=O)c2ccccc2OC)n1C	103
COc1ccc(C(C)=O)cc1CSCCC(=O)O	95
C=CCN(CC=C)S(=O)(=O)c1ccc2nc(NC(=O)C(C)C)sc2c1	84
CCOC(=O)C1CCN(S(=O)(=O)c2cccc3nonc23)CC1	89
O=C(CCCN1C(=O)c2ccccc2C1=O)NCCCN1CCOCC1	88
CCOC(=O)Cc1csc(NC(=O)CSc2nnc(C3CC3)n2C)n1	116

New compounds follow.
SMILES	SKBR3 24h inh
C/C(Cl)=C\CSc1nnc2n(N)c(=O)c3ccccc3n12	64
CCCCNC1C(CC)C(CCC)C(C#N)(C#N)C1(C#N)C#N (stereo not given)	86
Brc1ccccc1-c1nnc2sc(-c3ccc4c(c3)OCCO4)nn12	95
N#Cc1ccccc1NC(=O)c1ccc(-c2ccccc2Cl)o1	79
Cn1c(=O)cc(SCC(=O)Nc2cccnc2)c2ccccc21	94
CCC1(C)Cc2c(sc3c2c(=O)n(C)c2nnc(SCc4ccccc4)n32)CO1 (stereo not given)	75
O=C(CSc1nnnn1Cc1ccccc1)c1ccccc1	85
CCCn1c(SCC(=O)NC2CCCCC2)nnc1-c1ccncc1	92
COc1ccc(C(NC(=O)c2ccco2)c2ccc(OC)c(OC)c2)cc1OC	92
COc1ccc(C(=O)CSc2nnc(COc3ccccc3)n2Cc2ccco2)cc1	95

Not all compounds are listed; count on the stated rates, not on these rows.
